Source: PubChem BioAssay (National Center for Advancing Translational Sciences (NCATS))
TrxR1 substrate: qHTS Assay for Substrates of Mammalian Selenoprotein Thioredoxin Reductase 1 (TrxR1): qHTS | Thioredoxin reductase 1, cytoplasmic (Rattus norvegicus), O89049 | purified TrxR1 substrate turnover, NADPH consumption readout | Potency, µM (top dose mostly 114 µM), for inactives: top-dose activity change, negative = substrate turnover | hit rate 0.01% among 390,000 | AID 588456, 2011; also: potency is read from the fitted curve at half-maximal effect; % is scaled to controls: 0 for no effect and ±100 for the full control effect; nearly all actives have a fitted effect of over 50% in size
Target sequence (O89049 whole entry, looked up): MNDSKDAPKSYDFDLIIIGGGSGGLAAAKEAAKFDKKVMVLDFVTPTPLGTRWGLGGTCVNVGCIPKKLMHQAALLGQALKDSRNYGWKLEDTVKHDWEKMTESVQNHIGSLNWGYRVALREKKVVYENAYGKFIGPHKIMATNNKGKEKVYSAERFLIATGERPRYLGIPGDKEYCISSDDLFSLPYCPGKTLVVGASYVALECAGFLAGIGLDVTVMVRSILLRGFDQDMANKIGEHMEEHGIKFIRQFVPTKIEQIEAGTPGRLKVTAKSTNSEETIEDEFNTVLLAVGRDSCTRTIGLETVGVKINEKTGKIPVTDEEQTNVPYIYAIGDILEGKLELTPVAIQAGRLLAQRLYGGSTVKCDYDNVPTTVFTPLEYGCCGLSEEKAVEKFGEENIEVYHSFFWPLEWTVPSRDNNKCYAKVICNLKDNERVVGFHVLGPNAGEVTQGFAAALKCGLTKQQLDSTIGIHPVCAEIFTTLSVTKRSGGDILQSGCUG
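Rat TrxR1, dispensed at 90 nM, was prereduced with 400 uM NADPH (final) for 5 min at ~22 deg C, then incubated with compound 15 min before 400 uM selenite. A first-read NADPH fluorescence drop versus no-compound background flagged substrates.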
USP1-UAF1 inh: Inhibitors of USP1/UAF1: Primary Screen | Potency, µM (doses to about 57.1 µM), inactives show at the highest dose activity change, negative = inhibition, actives largely listed as inhibitors | Ubiquitin carboxyl-terminal hydrolase 1 (Homo sapiens), O94782 | recombinant USP1/UAF1, Ub-Rhodamine cleavage fluorescence | hit rate 0.23% among 390,000; also: potency is read from the fitted curve at half-maximal effect; % is scaled to controls: 0 for no effect and ±100 for the full control effect; nearly all actives have a fitted effect of over 60% in size; inactives centre near -12
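In this screen, compounds sit with the deubiquitinase complex (1nM) for 15 min at room temperature before Ub-Rho is added at 150nM final. Fluorescence rise is then followed for 6 reads every 60 seconds.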
Vif-A3G inh: qHTS for Inhibitors of Vif-A3G Interactions: qHTS; DNA dC->dU-editing enzyme APOBEC-3G (Homo sapiens), Q9HC16; HeLa A3G-eYFP + Vif (tagged APOBEC3G with the HIV-1 protein that degrades it), YFP fluorescence, overnight; Potency, µM (top dose mostly 46.1 µM), without a hit: at the highest dose activity, negative = active, hits mostly inhibitors; hit rate 0.076% among 410,000; AID 602310, 2012;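 also: potency is read from the fitted curve at half-maximal effect; % is scaled to controls: 0 for no effect and ±100 for the full control effect; nearly all actives have a fitted effect of over 60% in size; hits raise eYFP signal because A3G escapes Vif-driven loss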
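Read-out is eYFP fluorescence (Ex 488/Em 500-530) from Vif-expressing HeLa A3G-eYFP cells; more signal means A3G escaped Vif-mediated degradation. Cells plated overnight, compound pinned in, incubated overnight at 37 deg C.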
LDHA inh: qHTS assay for inhibitors of human lactate dehydrogenase; L-lactate dehydrogenase A chain (Homo sapiens), P00338; purified LDHA, NADH/diaphorase-resazurin fluorescence; stronger effect = lower value; activity change, % (values are at about 110 or 230 µM); hit rate 0.15% among 480,000; AID 1347041, 2019; in the data active = activity change below about -30%; inconclusive = mostly about -25% to -30%;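 also: plate controls were DMSO wells for no effect and wells without enzyme for full effect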
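Remaining NADH was detected by diaphorase (0.133 mg/mL) converting 37 µM resazurin to fluorescent resorufin, read at 0 and 20 minutes. The preceding 5-minute room-temperature reaction used 2 nM LDHA, 0.2 mM sodium pyruvate and 0.06 mM NADH at pH 7.4.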
Glioma ERSR ind: qHTS for Inducers of the Endoplasmic Reticulum Stress Response (ERSR) in Human Glioma: qHTS | hit rate 0.02% among 420,000 | Potency, µM, for inactives: at the highest dose activation, usual class: activators | U87-MG GRP78 promoter luciferase reporter, 16 h; also: potency is read from the fitted curve at half-maximal effect; series mostly up to about 76 µM; % of control where 0% means no effect; nearly all actives have a fitted effect of over 35% in size
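Stably transfected U87-MG glioma cells carrying a GRP78-based luciferase sensor; 16 h compound incubation. Luminescence end-point read 10 min after Bright-Glo addition at room temperature.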
Vif-APOBEC3F blk: qHTS for Inhibitors of Vif-A3F Interactions: qHTS; HeLa A3F-eYFP + Vif (tagged APOBEC3F with the HIV-1 protein that degrades it), YFP fluorescence increase; Potency, µM (top dose mostly 46.1 µM), without a hit: at the top dose activity, negative = active; hit rate 0.2% among 390,000; AID 602313, 2012; also: potency is read from the fitted curve at half-maximal effect; % of control where 0% means no effect; nearly all actives have a fitted effect of over 65% in size
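Fluorescence increase (Ex 488/Em 500-530) after overnight compound treatment at 37 deg C flags inhibition of Vif-driven A3F-eYFP loss in stable HeLa A3F-eYFP/Vif cells seeded overnight beforehand.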
RGS4 inh: Inhibitors of Regulator of G Protein Signaling (RGS) 4: qHTS; Regulator of G-protein signaling 4 (Homo sapiens), P49798; Transcreener GDP fluorescence polarization, RGS4-accelerated GTP hydrolysis; Potency, µM (titrated, usually from 114 µM), for inactives: top-dose activity change, negative = inhibition, most hits filed as inhibitors; hit rate 0.039% among 390,000; AID 504845, 2011; also: potency is read from the fitted curve at half-maximal effect; % is scaled to controls: 0 for no effect and ±100 for the full control effect; nearly all actives have a fitted effect of over 75% in size; some results filed as inactive show a strong effect at the top dose
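MLSMR compounds (23 nl, pin-transferred) preincubated 10 min at room temperature with a 500nM (2x) first reagent, then RGS4 at 900nM (2x) plus Transcreener GDP mix added; fluorescence polarization (620/688 nm) read before and after 90 min at 30 °C.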
rTrxR1 inhibitor: qHTS Assay for Inhibitors of Mammalian Selenoprotein Thioredoxin Reductase 1 (TrxR1): qHTS | Potency, µM (doses to about 114 µM), inactives show at the top dose activity change, negative = inhibition, most hits filed as inhibitors | recombinant rTrxR1, NADPH fluorescence consumption, selenite substrate | hit rate 1% among 390,000 | AID 588453, 2011 | Thioredoxin reductase 1, cytoplasmic (Rattus norvegicus), O89049; also: potency is read from the fitted curve at half-maximal effect; % is scaled to controls: 0 for no effect and ±100 for the full control effect; nearly all actives have a fitted effect of over 65% in size
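Rat TrxR1 (90 nM in the dispensed reagent) was pre-reduced with 400 uM NADPH for 5 min at room temperature, then incubated with compound for 15 min. After 400 uM selenite was added, NADPH fluorescence (Ex 340/Em 450 nm) was followed for 8 min.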
IDH1 R132H inh: qHTS for Inhibitors of mutant isocitrate dehydrogenase 1 (IDH1): qHTS; Isocitrate dehydrogenase [NADP] cytoplasmic (Homo sapiens), O75874; IDH1-R132H enzyme, NADPH consumption, diaphorase/resazurin fluorescence; Potency, µM (doses to about 76.6 µM), without a hit: top-dose activity change, negative = inhibition, hits mostly inhibitors; hit rate 0.093% among 390,000; also: potency is read from the fitted curve at half-maximal effect; % is scaled to controls: 0 for no effect and ±100 for the full control effect; nearly all actives have a fitted effect of over 65% in size
Target sequence (O75874 whole entry R132H, stated change not applied): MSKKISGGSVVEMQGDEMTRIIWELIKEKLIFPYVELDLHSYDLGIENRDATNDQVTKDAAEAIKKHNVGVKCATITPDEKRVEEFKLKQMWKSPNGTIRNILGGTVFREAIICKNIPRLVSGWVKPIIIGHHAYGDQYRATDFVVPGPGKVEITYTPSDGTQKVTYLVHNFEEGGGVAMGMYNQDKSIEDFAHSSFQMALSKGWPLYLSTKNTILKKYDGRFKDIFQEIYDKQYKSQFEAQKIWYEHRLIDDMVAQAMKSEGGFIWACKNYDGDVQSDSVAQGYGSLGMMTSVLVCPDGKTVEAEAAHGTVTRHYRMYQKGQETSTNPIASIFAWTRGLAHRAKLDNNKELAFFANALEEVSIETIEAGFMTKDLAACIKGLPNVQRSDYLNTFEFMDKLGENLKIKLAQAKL
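IDH1-R132H (0.5 ug/mL dispensed) in pH 7.5 Tris buffer was preincubated 30 min with compound, then given a substrate mix of 0.016 mM NADPH and 2 mM alpha-KG for 80 min at room temperature; remaining NADPH was read by diaphorase/resazurin fluorescence.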
Starred values were filed as active, the others as inactive; ? = inconclusive; . = no result given; [ ] = dose if it differs, or a comment. Unless noted, calls follow the shape of the dose curve; as a rule, active = well fitted curve in the direction sought with a large enough effect; inconclusive = small, poorly fitted or top-dose-only effect, or another doubt; inactive = no such curve, though single readings can be large; an effect the other way counts as inactive or inconclusive.

SMILES	TrxR1 substrate	USP1-UAF1 inh	Vif-A3G inh	LDHA inh	Glioma ERSR ind	Vif-APOBEC3F blk	RGS4 inh	rTrxR1 inhibitor	IDH1 R132H inh
O=C(Nc1ncccn1)C12CC3CC(CC(C3)C1)C2	7%[57.1 µM]	3%	2%	-5	-4%	4%	-1%	23%[57.1 µM]	3%
COc1ccc(C(CNC(=O)COc2cc(C)cc(C)c2)N2CCCCC2)cc1 (stereo not drawn)	-3%	-23%	-2%	1	-2%	4%	7%	9%	-2%
Cc1ccc(N2CCN(S(=O)(=O)N3CCCCCC3)CC2)cc1Cl	-2%	0%	0%	-14	-2%	-4%	33%	15%	4%
CSc1cccc(NS(=O)(=O)c2ccc3c(c2)oc(=O)n3C)c1	-2%	-11%	-6%	-6	-2%	-1%	11%	11%[57.1 µM]	-7%
CCOc1ccc(C(=O)CCC(=O)NC(CC(C)C)C(=O)OC)cc1 (stereo not drawn)	7%[57.1 µM]	-21%	-2%	-10	-5%	-8%	15%	9%[57.1 µM]	-2%
CCS(=O)(=O)N1CCc2cc(C(=O)NCc3ccccc3Cl)ccc21	-6%	-10%	-4%	-4	-1%	2%	2%	5%	-2%
N#Cc1ccc(C(=O)Nn2cnnc2)cc1	-5%	-6%	-1%	-7	-4%	6%	1%	13%	-1%
Cc1cc(C)n(CC(=O)N/N=C/c2cccs2)n1	5%[57.1 µM]	-15%	-5%	-4	0%	-5%	-22%	3%[57.1 µM]	2%
O=C(COC(=O)c1cccc(S(=O)(=O)N2CCCCCC2)c1)Nc1ccccc1C(F)(F)F	7%	-26%	-8%	-2	-5%	-7%	-2%	27%	4%
Cc1nc(S/C(=C/c2ccc(-c3cc(Cl)ccc3C)o2)C(=O)O)n[nH]1	0%[57.1 µM]	-11%	-4%	1	-7%	9%	-56%[56.9 µM]	16%[57.1 µM]	-4%
COc1ccc(-n2c(=S)[nH]c3cc(C(=O)NC4CCCCC4)ccc3c2=O)c(OC)c1	-6%	-8%	3%	-4	-6%	-8%	4%	0%[57.1 µM]	0%
COc1cccc(C(=O)CC(=O)C(=O)Nc2cc(Cl)c(OC)cc2OC)c1	-2%	-18%	-1%	-6	0%	4%	-18%	-15%	-1%
O=C(NCc1ccccc1F)C(=O)NCC(c1cccs1)S(=O)(=O)c1cccs1 (stereo not drawn)	-2%[57.1 µM]	0%	1%	-9	-1%	0%	21%	18%[57.1 µM]	12%
O=C(Nc1ccccc1)c1nsnc1C(=O)Nc1ccccc1	3%	-5%	-4%	-1	-2%	2%	-7%	12%	2%
CC(C)CNS(=O)(=O)c1ccc(C(=O)Nc2ccc3c(c2)OCCO3)cc1	9%	-19%	-6%	-8	6%	-1%	7%	17%	-1%
CC(=O)c1ccc(NC(=O)C2CCN(S(=O)(=O)c3cccs3)CC2)cc1	-1%	-21%	1%	0	6%	2%	-11%	16%	-1%
CCOC(=O)c1cccc(NS(=O)(=O)c2ccc(NC(C)=O)cc2)c1	-1%	-15%	1%	0	-3%	-18%	-52%	6%	8%
COc1ccc(-c2ccc(NS(=O)(=O)c3ccc(F)c(C(F)(F)F)c3)cc2)nn1	0%[57.1 µM]	-19%	3%	-1	-4%	4%	-7%	16%[57.1 µM]	0%
CCn1c(SCC(=O)Nc2ccc(NC(=O)c3cccs3)cc2)nnc1-c1cccnc1	6%[57.1 µM]	0%	1%	-7	-4%	0%	22%	4%[57.1 µM]	2%
COc1ccc(N(CC(=O)Nc2ccc(C)c(C)c2)S(=O)(=O)c2c(C)noc2C)cc1	-3%	-21%	1%	0	-4%	10%	-11%	17%	2%
Cc1ccc(C)c(N2CCN(Cc3csc(C)c3C)CC2)c1	-7%	-13%	7%	-3	-4%	0%	-6%	-10%	1%
CS(=O)(=O)N(CCc1ccccc1)CC(=O)N1CCCC1	7%	-9%	-8%	-6	-3%	-3%	-8%	11%	0%
CN(Cc1ccco1)C(=O)c1cc2c(s1)-c1ccc(Cl)cc1S(=O)(=O)C2	2%	-15%	-6%	-2	-4%	-4%	25%	35%	-2%
COc1ccccc1N1CCN(S(=O)(=O)CCNC(=O)c2cccc(F)c2)CC1	-7%	-2%	0%	-5	0%	2%	5%	1%	-1%
COC(=O)C[C@H]1C[C@H]2c3cc(NC(=O)NC4CCCC4)ccc3O[C@H]2[C@@H](CO)O1	.	-20%	0%	0	-2%	-6%	.	.	3%
COc1cc(/C=N\NC(=O)C2CC3C=CC2C3)ccc1O (stereo not drawn)	-9%	-4%	-5%	-3	-2%	2%	-23%	-18%	4%
COc1ccc(CN(C(=O)c2ccco2)c2ccc(C)c(C)c2)cc1	-3%[57.1 µM]	-21%	?	-8	-3%	1%	10%	2%[57.1 µM]	-1%
CC(Sc1cccc[n+]1[O-])C(=O)NC1CCCCC1C (stereo not drawn)	3%	-16%	2%	0	-2%	0%	-48%	12%	8%
CC(=O)OCc1nc2ccccc2s1	16%	-6%	2%	-2	1%	-11%	-23%	43%	4%
COc1ccccc1CNC(=O)c1cc(C(C)C)nc2ccccc12	-1%	-20%	-6%	-5	-4%	-9%	-8%	3%	6%
Cn1c(N)c(C(=O)N2CCN(c3ccccc3)CC2)c(=O)n(C)c1=O	.	-26%	2%	-4	-3%	-9%	.	.	3%
COc1cc(OC)cc(-c2nc3nc(C)c(CCC(=O)Nc4ccc(F)cc4F)c(C)n3n2)c1	-5%	2%	-25%	2	0%	0%	9%	-3%	-7%
OCC(O)C1OC(Nc2ccc(Cl)cc2)C(O)C1O (stereo not drawn)	6%	-18%	0%	-10	3%	4%	30%	27%	3%
Cc1cccc(NC(=O)CSc2ncnc3c2oc2ccccc23)c1	-7%	1%	0%	-15	-4%	-1%	-4%	-4%	-2%
CC(C)(C)c1ccc(C(=O)Nc2cccnc2)cc1	-2%	-9%	0%	-3	-5%	-7%	17%	-9%	1%
N#C/C(C(=O)NCc1ccccc1)=C1\SC(CCO)C(=O)N1c1ccccc1 (stereo not drawn)	-5%	-20%	-1%	-3	-3%	4%	-27%	-4%	1%
COc1ccc(-n2cc(C(=O)Nc3cc(F)ccc3F)c3ccccc3c2=O)cc1	6%[11.4 µM]	0%	1%	-9	0%	-1%	12%	12%	-15%
CC(c1ccccc1)N1CC(C(=O)N2CCN(c3ccc(F)cc3)CC2)CC1=O (stereo not drawn)	4%	-1%	-1%	-6	-4%	-11%	8%	22%	-2%
OC(CNCC1(N2CCCCC2)CCCCC1)COc1ccc(Cl)cc1Cl (stereo not drawn)	-7%	5%	1%	-9	-1%	1%	1%	8%[57.1 µM]	2%
COc1ccc(-c2nc(CS(=O)CC(=O)NCc3ccccc3)c(C)o2)cc1OC (stereo not drawn)	9%	-17%	-2%	-1	-4%	1%	-8%	-9%	0%
CS(=O)(=O)N(CC(=O)N1CCN(c2ccc(F)cc2)CC1)C1CCCCC1	5%	-6%	0%	-2	-1%	1%	-6%	33%	3%
CCN1CCN(c2cc(C(C)C)nc3c(-c4ccccc4)c(C)nn23)CC1	-2%[57.1 µM]	-9%	?	1	2%	0%	-11%	19%	12%
CC(=O)Nc1cccc(N2C(=O)CCC2=O)c1	-3%	-17%	1%	0	-5%	7%	-5%	14%[57.1 µM]	1%
FC(F)(F)c1cc(C(F)(F)F)c2ccc(N3CCN(c4ccccc4)CC3)nc2n1	9%[57.1 µM]	?	1%	-5	-2%	2%	2%	1%	0%
COc1cc(NS(=O)(=O)c2ccc(NC(=O)COc3ccc(Cl)cc3Cl)cc2)nc(OC)n1	1%	-14%	-8%	2	4%	3%	-19%	-1%	10%
S=C(Nc1ccc(Oc2ccccc2)cc1)Nc1cccnc1	-3%	-14%	0%	-3	2%	12%	?	-28%	-5%
O=C(NNc1c2ccccc2nc2ccccc12)c1ccc(O)cc1O	2%	-11%	5%	-1	0%	3%	-43%	-11%	9%

Only part of the results is shown; rates above refer to the full screens.
